HADH2 inh = qHTS Assay for Inhibitors of HADH2 (Hydroxyacyl-Coenzyme A Dehydrogenase, Type II) | 3-hydroxyacyl-CoA dehydrogenase type-2 (Homo sapiens), Q99714 | recombinant HADH2, NADH fluorescence, beta-hydroxybutyryl-CoA | Potency, µM (titrated, usually from 57.1 µM), for the others: top-dose activity change, negative = inhibition, usual class: inhibitors | 73,000 tested, 3.4% active | AID 886, 2007; also: potency is read from the fitted curve at half-maximal effect; % is scaled to controls: 0 for no effect and ±100 for the full control effect; nearly all actives have a fitted effect of over 60% in size; many of its hits are not listed in these tables
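Buffer 100 mM Tris-HCl pH 9.0/0.01% Tween-20; HADH2 20 nM; NAD+ 1 mM; beta-hydroxybutyryl-CoA 90 uM (all final). 15 min cpd preincubation, RT.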
Casp7 inh = qHTS Assay for Allosteric/Competitive Inhibitors of Caspase-7 | P55210 | AID 889, 2007 | recombinant caspase-7, Ac-DEVD-AFC fluorescence rate | Potency, µM (top dose mostly 57.5 µM), inactives show top-dose activity change, negative = inhibition, most hits filed as inhibitors | 75,000 tested, 0.02% active; active = well fitted inhibition curve with a large enough effect in the main read-out, with a control signal flat, not every such curve was filed as active; inconclusive = small, poorly fitted or top-dose-only effect, or a change in a side signal; also: potency is read from the fitted curve at half-maximal effect; % of control where 0% means no effect
Tau filament bind = qHTS Assay for Tau Filament Binding; Microtubule-associated protein tau (Homo sapiens), P10636; recombinant tau filaments, thioflavin S fluorescence, 15 h; filaments grown with octadecylsulfate alongside compound; Potency, µM (top dose mostly 57.1 µM), for inactives: at the highest dose activity change, negative = inhibition; 71,000 tested, 2% active;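 also: potency is read from the fitted curve at half-maximal effect; % is scaled to controls: 0 for no effect and ±100 for the full control effect; actives lower thioflavin S fluorescence by blocking filaments or displacing dye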
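ThS-based fibril read: tau 1 uM final, inducer ODS 30 uM final, 37 C for 15 h, ex 450/em 510 nm.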
Pol III holo inh = qHTS Assay for Inhibitors of DNA Polymerase III Holoenzyme System; reconstituted DNA polymerase III holoenzyme replication, biochemical; Potency, µM (doses to about 57.1 µM), for inactives: at the top dose activity change, negative = inhibition; 71,000 tested, 0.25% active; also: potency is read from the fitted curve at half-maximal effect; % is scaled to controls: 0 for no effect and ±100 for the full control effect
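Reconstituted *E. coli* holoenzyme (0.35 nM Pol III, 1 nM beta, 154 nM SSB, 2 nM primase) was preincubated with compound for 15 min at RT. Synthesis on 1.4 nM ssM13Gori ran 35 min, then was stopped with PicoGreen/EDTA and read as dsDNA fluorescence.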
USP2a inh = qHTS Assay for Inhibitors of Ubiquitin-specific Protease USP2a. Ubiquitin carboxyl-terminal hydrolase 2 (Homo sapiens), O75604. USP2a enzymatic assay, qHTS inhibition. Potency, µM (titrated, usually from 38.3 µM), without a hit: top-dose activity change, negative = inhibition, actives largely listed as inhibitors. 60,000 tested, 0.1% active;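 also: potency is read from the fitted curve at half-maximal effect; nearly all actives have a fitted effect of over 60% in size; plate controls were DMSO for no effect and NEM full inhibition control for full effect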
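USP2 core (20 nM final) was preincubated with compound for 30 min at RT in 20 mM Tris-HCl pH 8.0, 2 mM CaCl2, 2 mM beta-mercaptoethanol; Ub-PLA2 (20 nM) plus NBD C6-HPC (20 uM) then added, fluorescence read after 2.5 h.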
Casp1 inh = qHTS Assay for Allosteric/Competitive Inhibitors of Caspase-1. P29466. Caspase-1 enzyme, Ac-WEHD-AFC fluorogenic rate. Potency, µM (series often up to 57.5 µM), for the others: top-dose activity change, negative = inhibition, hits mostly inhibitors. 75,000 tested, 0.03% active;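 also: potency is read from the fitted curve at half-maximal effect; plate controls were vehicle for no effect and no substrate for full effect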
HEK293 cAMP ctrl = qHTS Assay for Agonists of the Thyroid Stimulating Hormone Receptor: Activators of Intracellular cAMP Concentrations in Parental HEK 293. 73,000 tested, 2.5% active. parental HEK293 CNG cAMP sensor, membrane potential fluorescence. Potency, µM (titrated, usually from 57.1 µM), for the others: top-dose activation, actives largely listed as activators; also: potency is read from the fitted curve at half-maximal effect; % of control where 0% means no effect; nearly all actives have a fitted effect of over 55% in size
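Counterscreen for endogenous-receptor signalling: CNG-channel HEK 293 cells report cAMP rise by membrane depolarization. After 60 min dye equilibration with 100 uM RO 20-1724, compounds incubated 30 min before bottom-read fluorescence at 590 nm.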
BRCT inh green = qHTS Assay for Inhibitors of BRCT-Phosphoprotein Interaction (Green Fluorophore); Potency, µM (top dose mostly 76.9 µM), for inactives: at the highest dose activity change, negative = inhibition, hits mostly inhibitors; Breast cancer type 1 susceptibility protein (Homo sapiens), P38398; 75,000 tested, 0.05% active; BRCA1 BRCT-phosphopeptide binding, green fluorescence polarization;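 also: potency is read from the fitted curve at half-maximal effect; plate controls were peptide without protein for full effect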
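Fluorescence polarization: His-tagged BRCT (~35 kDa BRCA1 C-terminus, 250 nM) bound to 100 nM fluorescein-labeled phosphorylated 10-aa BACH1 peptide, pH 7.3 phosphate buffer with DTT and Tween 20. Compounds incubated 12 min at room temperature; inhibition read as lowered polarization.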
BRCT PPI red = qHTS Assay for Inhibitors of BRCT-Phosphoprotein Interaction (Red Fluorophore) | Potency, µM (series often up to 76.9 µM), inactives show at the highest dose activity change, negative = inhibition, usual class: inhibitors | Breast cancer type 1 susceptibility protein (Homo sapiens), P38398 | 75,000 tested, 0.03% active | BRCT-phosphopeptide binding, red fluorescence polarization | AID 892, 2007; also: % is scaled to controls: 0 for no effect and ±100 for the full control effect
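Fluorescence polarization: 100 nM His-tagged BRCA1 BRCT with 100 nM TAMRA-labelled phospho-BACH1 decapeptide, phosphate buffer pH 7.3 with 150 mM NaCl, DTT, 0.01% Tween 20; 12 min RT. Binding inhibition seen as FP decrease.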
ALOX15 inhib = qHTS Assay for Inhibitors of 15-hLO (15-human lipoxygenase). AID 887, 2007. 74,000 tested, 1.4% active. purified 15hLO-1, xylenol orange hydroperoxide absorbance. Potency, µM (doses to about 57.1 µM), without a hit: top-dose activity change, negative = inhibition, actives largely listed as inhibitors; also: potency is read from the fitted curve at half-maximal effect; % is scaled to controls: 0 for no effect and ±100 for the full control effect; nearly all actives have a fitted effect of over 55% in size
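Inhibition is scored from a chromogenic endpoint. After 15 min enzyme-compound contact, arachidonic acid (50 uM final) reacts 6 min with 40 nM 15hLO-1 at room temperature, then Fe-XO reagent is added for 30 min and absorbance ratio recorded.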
Rhodamine fluor = qHTS Assay for Spectroscopic Profiling in Rhodamine Spectral Region; Rhodamine-region fluorescence, 547/598 nm, Tris buffer; active compounds read high; max dye-equivalent concentration, M; 59,000 tested, 0.05% active; AID 594, 2007; in the data active = max dye-equivalent concentration above about 11 nM; inconclusive = between about 1.1 nM and that limit
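qHTS spectral profiling of compounds without any target or enzyme present, in pH 8.0 Tris buffer; plates were read after a 15-minute room-temperature incubation using the rhodamine-region filter set.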
Active calls of the source: *; i = inactive; ? = inconclusive; / = not tested or not shown; [ ] = dose if it differs, or a comment. Unless noted, calls follow the shape of the dose curve; as a rule, active = well fitted curve in the direction sought with a large enough effect; inconclusive = small, poorly fitted or top-dose-only effect, or another doubt; inactive = no such curve, though single readings can be large; an effect the other way counts as inactive or inconclusive. These rows are one share of the data; the hit share may differ from the screen's.

| cpd | Molecule | HADH2 inh | Casp7 inh | Tau filament bind | Pol III holo inh | USP2a inh | Casp1 inh | HEK293 cAMP ctrl | BRCT inh green | BRCT PPI red | ALOX15 inhib | Rhodamine fluor |
| --- | --- | --- | --- | --- | --- | --- | --- | --- | --- | --- | --- | --- |
| 1 | CCCn1c(C)cc(C(=O)CSc2nnc3n(CCC)c(=O)c4ccccc4n23)c1C | 4% | 0% | -4% | -10% | -8% | 1% | -5% | -3.4% | 0.0% | 0% | i |
| 2 | COc1ccc(OC)c(NC(=O)CCN2CC(C)OC(C)C2)c1 (stereo not drawn) | 5% | -1% | -11% | 0% | 10% | -4% | -1% | -3.0% | -2.2% | 11% | / |
| 3 | CC(C)c1ccc(NC(=O)C2CC(=O)N(C(C)C)C2)cc1 (stereo not drawn) | 9% | -1% | 8% | 2% | 2% | 0% | -2% | -0.5% | 1.3% | -9% | i |
| 4 | COc1ccc(CN2CCN(C(=O)C3CC(=O)N(C4CCCCCC4)C3)CC2)c(OC)c1OC (stereo not drawn) | -4% | 1% | 6% | -4% | 13% | -2% | ? | -0.9% | -3.4% | 5% | i |
| 5 | CCn1c(SCC(=O)Nc2nonc2C)nnc1-c1ccoc1C | 4% | 5% | -3% | -6% | -4% | -1% | 13% | -1.0% | -1.1% | 9% | i |
| 6 | Cc1[nH]c2ccc(-c3nnc(SCC(=O)N4CCCc5ccccc54)o3)cc2c1C | 7% | 6% | 18% | -6% | 7% | 0% | -2% | -0.8% | -0.3% | -2% | i |
| 7 | COc1cccc([C@H](O)Cn2cc(-c3cccc(CON=C(C)C)c3)nn2)c1 | -1%[11.4 µM] | 0%[11.5 µM] | / | / | / | 0%[11.5 µM] | 6%[11.4 µM] | -0.6%[15.4 µM] | -2.5%[15.4 µM] | -9%[11.4 µM] | / |
| 8 | CCn1cc(C(C)NC(=O)COc2ccc(Cl)cc2C)c(C)n1 (stereo not drawn) | 9% | 1% | 2% | -4% | 2% | -2% | 0% | -0.7% | 0.1% | -2% | i |
| 9 | CC(=O)Nc1cc(C(=O)O)ccc1S(=O)(=O)c1ccc(Cl)cc1 | -13% | -1% | -1% | -1% | 11% | -1% | 7% | -0.4% | 0.3% | -5% | i |
| 10 | O=C1c2ccccc2C(O)N1Cc1ccco1 (stereo not drawn) | 0% | -2% | 6% | -6% | / | 0% | 7% | 0.2% | -1.4% | -4% | / |
| 11 | O=C(CN1CCN(Cc2ccc(F)cc2)C1=O)NCc1cccs1 | 14% | -2% | 2% | 2% | / | 3% | ? | -1.8% | -0.4% | 6% | / |
| 12 | CC(C)NC(=O)N1CC[C@@]2(CCCN(C(=O)c3cccn3C)C2)C1 | 7% | 0% | -1% | 17% | 16% | -4% | 1% | -3.2% | -0.8% | -3% | i |
| 13 | COc1cccc(-n2c(Cc3cc(=O)[nH]c(=O)[nH]3)nnc2SCC(=O)NC2CCCCC2)c1 | -1% | 0% | -14% | -3% | / | 0% | 7% | -0.6% | 0.2% | -1% | / |
| 14 | CCOC(=O)N1CCC(N(CCCOC)C(=O)Nc2ccc(CC)cc2)CC1 | 6% | 0% | 2% | 0% | 5% | 0% | 13% | 0.2% | -1.2% | 2% | i |
| 15 | Nc1c(C2=NCCO2)nnn1Cc1ccccc1 | -1% | 6% | 6% | -8% | -6% | 1% | 1% | -1.2% | 0.1% | 5% | i |
| 16 | COc1ccccc1NC(=O)CSc1ncn[nH]1 | 5% | 0% | 7% | 5% | -7% | ? | ? | -2.6% | 2.1% | -1% | / |
| 17 | O=C(Oc1ccc2cccc(OC(=O)N3CCOCC3)c2c1)N1CCOCC1 | 15% | 1% | -1% | -3% | -2% | 1% | -1% | 1.3% | -6.0% | -24% | i |
| 18 | N#CC1=C(N)Oc2n[nH]c(-c3ccccc3)c2C12C(=O)Nc1ccccc12 (stereo not drawn) | 5% | -1% | 8% | 4% | 2% | -4% | 1% | -1.9% | -1.1% | 6% | i |
| 19 | CCCCN1C(=O)C(NC(C)=O)c2ccccc21 (stereo not drawn) | 6% | 2% | 3% | -7% | 0% | -1% | 0% | -1.6% | -0.6% | 2% | i |
| 20 | O=C(NCc1ccco1)c1cccs1 | ? | 0% | 3% | -2% | 0% | -1% | ? | -0.1% | 1.9% | -11% | i |
| 21 | Cc1ccc(S(=O)(=O)N2CCC(C(=O)N3CCC(C(=O)NCc4cccnc4)CC3)CC2)cc1 | -2% | 0% | -9% | -7% | -1% | -3% | 2% | -2.3% | -0.4% | -6% | i |
| 22 | O=C(c1ccco1)N1CCN=C1SCc1ccccc1Cl | 4% | -4% | 10% | 0% | / | -2% | ? | 3.7% | -0.4% | -29% | / |
| 23 | COc1ccc(C)cc1NC(=O)CN(Cc1nnc(-c2ccc(Cl)cc2)o1)C1CCCC1 | -7% | -9% | 11% | -1% | -5% | -4% | 16µM* | 3.9% | -1.2% | -12% | i |
| 24 | CC(=O)N1c2ccc(S(=O)(=O)CCC(=O)O)cc2CC1C (stereo not drawn) | 5% | -1% | 1% | -8% | -7% | 1% | 1% | -2.5% | -1.5% | 4% | i |
| 25 | O=C(CN1C(=O)COc2ccccc21)c1ccc(Cl)cc1 | -5% | 0% | -3% | 0% | 0% | -2% | ? | -0.2% | 0.7% | -5% | i |

As a working copy, part of the list above:
| cpd | Molecule | HADH2 inh | Casp7 inh | Tau filament bind | Pol III holo inh | USP2a inh | Casp1 inh | HEK293 cAMP ctrl | BRCT inh green | BRCT PPI red | ALOX15 inhib | Rhodamine fluor |
| --- | --- | --- | --- | --- | --- | --- | --- | --- | --- | --- | --- | --- |
| 1 | CCCn1c(C)cc(C(=O)CSc2nnc3n(CCC)c(=O)c4ccccc4n23)c1C | 4% | 0% | -4% | -10% | -8% | 1% | -5% | -3.4% | 0.0% | 0% | i |
| 2 | COc1ccc(OC)c(NC(=O)CCN2CC(C)OC(C)C2)c1 (stereo not drawn) | 5% | -1% | -11% | 0% | 10% | -4% | -1% | -3.0% | -2.2% | 11% | / |

Complete entries, quoted from the list. Order of screens: HADH2 inh | Casp7 inh | Tau filament bind | Pol III holo inh | USP2a inh | Casp1 inh | HEK293 cAMP ctrl | BRCT inh green | BRCT PPI red | ALOX15 inhib | Rhodamine fluor
`CC(=O)Nc1cc(C(=O)O)ccc1S(=O)(=O)c1ccc(Cl)cc1` as listed: -13% | -1% | -1% | -1% | 11% | -1% | 7% | -0.4% | 0.3% | -5% | i
`N#CC1=C(N)Oc2n[nH]c(-c3ccccc3)c2C12C(=O)Nc1ccccc12` (stereo not drawn) as listed: 5% | -1% | 8% | 4% | 2% | -4% | 1% | -1.9% | -1.1% | 6% | i

New compounds follow
#	molecule	HADH2 inh	Casp7 inh	Tau filament bind	Pol III holo inh	USP2a inh	Casp1 inh	HEK293 cAMP ctrl	BRCT inh green	BRCT PPI red	ALOX15 inhib	Rhodamine fluor
26	CC(CCc1ccccc1)NC(=O)CSc1nccc(=O)[nH]1 (stereo not drawn)	-2%	-2%	-4%	-5%	-6%	3%	5%	-1.0%	0.4%	0%	i
27	O=C(COc1ccc(S(=O)(=O)NC2CCCCC2)cc1)N1CCN(c2ccc(F)cc2)CC1	3%	-6%	14%	-2%	/	-3%	18%	0.8%	0.2%	-16%	/
28	CCCc1nnc(NC(=O)CCC(=O)Nc2ccc(F)cc2)s1	8%	-3%	3%	-2%	11%	1%	-4%	-1.7%	0.7%	7%	i
29	CC1CC(NC(=O)CCn2c(=O)oc3ccccc32)CC(C)(C)C1 (stereo not drawn)	-4%	0%	-3%	-2%	/	0%	19%	-0.4%	-2.1%	-3%	/
30	CCN(CC)CCN1C(=O)C(O)=C(C(C)=O)C1c1ccccc1 (stereo not drawn)	-5%	-3%	10%	5%	2%	1%	0%	0.0%	-1.1%	-5%	i
31	O=C(O)c1cc(S(=O)(=O)N2CCOCC2)c(Sc2ccccn2)cc1Sc1ccccn1	-14%	0%	1%	2%	-1%	1%	2%	-1.4%	-0.7%	-4%	/

Screens from PubChem.
